# From PubChem BioAssay
# L929 necroptosis – blocks zVAD induced death of L929 cells. L929 zVAD necroptosis rescue, ATP luminescence, 24 h; with zVAD 60 µM. viability rescue, % at 10 µM. 220,000 compounds, 0.38% hits. AID 1377;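 active = activation, scaled between plate controls, above about 75%, limit read from the data; inactive = activation under that limit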;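 also: 0% = zVAD with DMSO and 100% = DMSO alone without zVAD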
# Rad51 HR inh – blocks human Rad51 in homologous recombination; inhibition, % at 10 µM; hRad51 DNA strand exchange, fluorescence dequenching; 200,000 compounds, 0.085% hits;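 active = inhibition above 40% at the single screening dose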;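 also: 0% = DMSO control wells and 100% = blanks with heterologous ssDNA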
# Target sequence (Q06609 whole entry, looked up): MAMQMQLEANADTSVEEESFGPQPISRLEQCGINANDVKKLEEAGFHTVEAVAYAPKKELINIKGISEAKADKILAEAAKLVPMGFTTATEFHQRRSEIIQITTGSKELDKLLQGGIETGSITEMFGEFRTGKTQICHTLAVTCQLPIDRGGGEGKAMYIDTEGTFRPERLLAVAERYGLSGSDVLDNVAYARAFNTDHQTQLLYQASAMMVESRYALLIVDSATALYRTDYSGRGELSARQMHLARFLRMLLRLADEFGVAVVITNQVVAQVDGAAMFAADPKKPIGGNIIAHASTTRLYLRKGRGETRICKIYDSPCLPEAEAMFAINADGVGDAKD
#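 material = hRad51 filaments on single-stranded DNA | reagent = Donor/quencher-labelled 47-bp dsDNA substrate | compound = 10 µM final, single point | schedule = strand-exchange reaction 15 min at room temperature | measured by = fluorescein emission 520 nm, excitation 485 nm | read-out basis = % inhibition versus plate control and blank means | benchmarks = plate controls and plate blanks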
# hK5 inh – inhibitors of human kallikrein 5. recombinant hK5, fluorogenic AMC substrate cleavage. 210,000 compounds, 0.59% hits. Q9Y337. inhibition, % at 5 µM;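 active = inhibition of 40% or more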;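 also: 0% = enzyme controls without compound and 100% = no-enzyme blanks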
# thrombin 1536 – inhibitors of human thrombin; AID 1046; alpha-thrombin, Boc-VPR-AMC fluorogenic substrate cleavage; inhibition, % at 5 µM; 220,000 compounds, 0.26% hits; P00734;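 active = inhibition at or above 40%; inactive = inhibition below 40%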;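 also: 0% = enzyme with no compound and 100% = wells without enzyme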
#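 System: human alpha-thrombin protein; Compound dosing: one concentration per compound, 5 µM, with 0.2% DMSO; Timing: reaction at room temperature; Technique: AMC fluorescence, 355/460 nm; Controls: enzyme without compound as high, wells lacking enzyme as low.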
# KCC2 mod – modulators of human KCC2 chloride dependent transport | Q9H2X9 | KCC2 cells, thallium flux FluoZin-2 fluorescence | B-score of Tl+ flux slope (higher = more flux/activation; lower = inhibition) at 10 µM | 190,000 compounds, 2.2% hits;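 active = thallium flux slope and its plate-corrected score both differing from the plate sample mean at a set confidence after two filtering rounds, in either direction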;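 also: slope of fluorescence scaled to starting intensity during 10 to 20 s after thallium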
# FXIa inh – factor XIa (human) inhibition; P03951; purified FXIa, Boc-Glu-Ala-Arg-AMC fluorogenic substrate; inhibition, % at 5 µM; 220,000 compounds, 0.14% hits;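 active = inhibition of at least 40%; inactive = inhibition below 40%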;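 also: fluorescence of freed AMC excited at 355 nm; 0% = enzyme without compound and 100% = no enzyme blank; many of its hits are not listed in these tables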
# FXIIa inh – blocks human coagulation factor XIIa protease activity; AID 800; 220,000 compounds, 0.3% hits; purified FXIIa, Boc-QGR-AMC fluorogenic substrate, 2 h; inhibition, % at 5 µM; in the data active = inhibition above about 40%;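 also: 0% = enzyme with no compound and 100% = blank without enzyme; many of its hits are not listed in these tables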
# Target sequence (P00748 20-372 limits assumed): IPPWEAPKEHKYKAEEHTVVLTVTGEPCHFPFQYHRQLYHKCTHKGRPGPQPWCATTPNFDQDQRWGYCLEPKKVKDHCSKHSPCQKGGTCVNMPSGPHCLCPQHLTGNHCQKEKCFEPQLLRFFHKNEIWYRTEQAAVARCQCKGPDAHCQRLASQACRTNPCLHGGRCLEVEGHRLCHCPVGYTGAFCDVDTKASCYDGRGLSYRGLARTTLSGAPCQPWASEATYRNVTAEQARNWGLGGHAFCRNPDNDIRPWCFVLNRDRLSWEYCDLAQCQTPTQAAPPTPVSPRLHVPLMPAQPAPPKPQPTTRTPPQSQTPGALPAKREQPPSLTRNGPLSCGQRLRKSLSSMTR
# Target sequence (P00748 373-615 limits assumed): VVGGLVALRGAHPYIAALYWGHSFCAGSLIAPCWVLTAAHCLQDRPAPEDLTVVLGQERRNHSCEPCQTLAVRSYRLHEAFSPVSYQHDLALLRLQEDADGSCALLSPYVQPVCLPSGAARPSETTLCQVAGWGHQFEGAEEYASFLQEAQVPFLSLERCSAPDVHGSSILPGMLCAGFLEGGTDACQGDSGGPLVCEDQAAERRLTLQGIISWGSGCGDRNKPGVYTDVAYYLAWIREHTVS
# Hck Nef HTS – blocks Nef-activated human Hck kinase. inhibition, % at 20 µM. 220,000 compounds, 0.68% hits. Recombinant Hck-YEEI plus Nef, Z-Lyte FRET kinase assay;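 active = Hck-Nef kinase inhibition above about 50%, limit read from the data; inactive = inhibition below that limit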;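 also: 0% = DMSO with Hck plus Nef and 100% = Hck alone without Nef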
# TNF necrop inh – blocks TNF-alpha induced death of Jurkat FADD-/- cells; Jurkat FADD-/- TNF necroptosis rescue, ATP luminescence, 24 h; 0 = TNF only, 100 = no-TNF cells; activation (protection from cell death), % at 10 µM; 220,000 compounds, 0.068% hits; AID 463075;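 active = activation, meaning protection from cell death, of at least 50% relative to plate controls; inactive = activation below 50%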;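 also: necroptosis triggered by 40 ng/mL TNF-alpha added together with compound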
# * marks the source's active call; other numbers are inactive results; nt = no result given. The list is partial. The share of hits here may be higher or lower than overall.
SMILES,L929 necroptosis,Rad51 HR inh,hK5 inh,thrombin 1536,KCC2 mod,FXIa inh,FXIIa inh,Hck Nef HTS,TNF necrop inh
O=C(NCc1ccccc1Cl)c1ccc2nc[nH]c2c1,0.3,-5.8,2.6,2.5,-0.346,29.7,14.6,6.3,2.0
COc1ccc(Oc2ccc(N/C=C/C(=O)C(C)(C)C)cc2)cc1,1.4,-9.2,7.7,-5.3,-0.185,-3.3,4.1,15.8,0.6
COC(=O)c1ccccc1NC(=O)CSc1nc(N)cc(N)n1,2.5,-11.9,-5.4,-1.5,nt,1.5,18.4,1.4,-0.5
COc1ccc(N2CCN(C(=O)CCc3ccc(S(=O)(=O)NCC(C)C)cc3)CC2)cc1,-0.4,nt,-8.1,-10.4,-0.0292,1.0,12.6,2.9,-3.1
CNC(=O)COC(=O)c1ccc(NS(=O)(=O)c2ccc3c(c2)OCCO3)cc1,6.4,13.5,-13.2,-1.1,0.336,-6.0,2.0,19.1,0.9
CNC(=O)CN(C1CCCCC1)S(=O)(=O)c1ccc(F)cc1,-0.9,-0.2,1.0,-5.1,0.12,-7.3,-6.2,-7.7,-0.4
C[C@H](NC(=O)c1nc[nH]c1C(=O)NCCCCCNC(=O)OC(C)(C)C)C(=O)OCc1ccccc1,-0.7,6.2,5.9,-3.8,-4.36*,2.1,11.1,12.3,-1.8
CCOc1cccc(N2C(=O)CC(N3CCC(C(N)=O)(N4CCCCC4)CC3)C2=O)c1 (stereo not drawn),0.0,-4.7,5.6,2.6,0.521,-16.2,16.4,7.9,-2.2
Cc1cc(S(=O)(=O)NCC(C)C)ccc1OCC(=O)NCc1ccccn1,-0.2,-5.0,-12.9,4.4,-0.0202,-1.1,18.1,-0.7,-1.7
CCC(=O)Nc1cccc(NC(C)=O)c1,0.6,nt,4.4,4.4,0.0687,3.0,10.7,-23.0,-0.2
COc1ccc(OC)c2sc(N(CCN(C)C)C(=O)c3cc(Cl)sc3Cl)nc12,1.1,10.2,9.5,1.8,0.881,-2.5,5.0,-33.4,2.1
CCN(CC)CCNC(=O)c1ccc(NC(=O)c2ccc(Cl)c(S(=O)(=O)Nc3ccccc3OC)c2)cc1,1.2,6.5,-21.5,2.9,nt,2.5,13.3,1.2,-6.4
CN(C(=O)COC(=O)c1ccc2ccccc2n1)C1CCS(=O)(=O)C1 (stereo not drawn),0.2,-3.2,-0.3,9.5,1.22,-6.2,5.5,14.8,0.4
Cc1ccc(CNc2ccc(N3CCOCC3)c(C(=O)O)c2)s1,0.1,-4.2,0.7,-5.0,nt,-9.8,-6.5,-0.6,-1.8
CC(=O)N1c2c(cc(Br)cc2S(=O)(=O)NCc2cccnc2)CC1C (stereo not drawn),1.1,-9.9,7.1,1.2,-0.678,1.7,13.3,-7.5,0.3
CC1=NN(Cc2ccccc2)C(=O)C1C(c1ccc(Cl)cc1)C(C#N)C#N (stereo not drawn),0.6,2.8,-22.2,2.5,-0.109,4.6,5.7,3.5,-1.0
CCCCCOc1ccc(NC(=O)CSc2cccc3cccnc23)cc1,1.0,7.2,-6.2,-1.4,5.4*,9.4,6.0,4.4,2.6
CCOc1ccc(CCNC(=O)COC(=O)c2ccco2)cc1OCC,-0.8,-4.4,-10.4,-8.4,-0.0933,-7.1,-2.1,4.0,-0.2
C=CCNc1nc(-c2ccccc2)nc(-n2ccnc2)n1,-0.3,-36.7,9.1,12.9,-0.3,10.1,18.3,3.6,-6.9
CC(=O)Nc1ccc2c(c1)ncn2C,-1.0,-0.8,-4.9,-2.4,0.793,10.9,15.4,3.2,-1.0
CC(C)Oc1cccc(C(=O)C2CCCN(Cc3cccn3-c3cccnc3)C2)c1 (stereo not drawn),0.1,-1.9,0.7,-4.0,-1.48,-2.9,1.0,7.1,-0.9
O=C(CCCOc1ccccc1)Nc1nccs1,1.1,0.7,-7.6,-4.8,nt,-6.7,-1.7,0.0,2.1
COc1ccc(C2CC(c3ccccc3)=NN2C(=O)COC(=O)c2nc3nccc(C)n3n2)cc1 (stereo not drawn),-0.2,24.2,-7.5,3.5,-1.34,-3.7,1.7,-0.1,8.0
CCOc1ccc(CCNC(=O)CN2C(=O)NC(CCSC)C2=O)cc1OCC (stereo not drawn),4.6,-1.8,-5.2,-7.4,-0.331,-3.9,nt,-10.4,1.2
COc1ccc(CCNC(=O)CN(CCc2ccccc2)S(C)(=O)=O)cc1,-0.6,19.2,nt,-2.6,-0.771,4.6,7.6,-5.8,-1.2

# Reprinted from the part before: 4 entries; new compounds follow.
SMILES,L929 necroptosis,Rad51 HR inh,hK5 inh,thrombin 1536,KCC2 mod,FXIa inh,FXIIa inh,Hck Nef HTS,TNF necrop inh
O=C(CCCOc1ccccc1)Nc1nccs1,1.1,0.7,-7.6,-4.8,nt,-6.7,-1.7,0.0,2.1
COc1ccc(C2CC(c3ccccc3)=NN2C(=O)COC(=O)c2nc3nccc(C)n3n2)cc1 (stereo not drawn),-0.2,24.2,-7.5,3.5,-1.34,-3.7,1.7,-0.1,8.0
CCOc1ccc(CCNC(=O)CN2C(=O)NC(CCSC)C2=O)cc1OCC (stereo not drawn),4.6,-1.8,-5.2,-7.4,-0.331,-3.9,nt,-10.4,1.2
COc1ccc(CCNC(=O)CN(CCc2ccccc2)S(C)(=O)=O)cc1,-0.6,19.2,nt,-2.6,-0.771,4.6,7.6,-5.8,-1.2
Cc1ccc(NC(=O)CCSc2nnc3ccccn23)cc1,-0.1,7.4,-4.5,0.8,-0.761,0.4,12.6,1.8,-1.4
CC(C)OC(=O)C(C)Nc1n[nH]c(=S)[nH]c1=O (stereo not drawn),1.9,8.5,2.2,-4.1,0.0855,0.3,11.7,20.3,-0.6
CN(C)c1ccc(-c2n[nH]c(=S)n2-c2ccccc2)cc1,1.9,-10.4,-22.3,0.9,0.971,-5.4,-4.1,17.3,-1.0
O=C(CSCCN1C(=O)c2ccccc2C1=O)Nc1ccc2ccccc2c1,-0.1,9.9,-9.9,-10.2,-1.21,-1.2,2.5,-0.3,0.9
O=C(CCN1C(=O)c2cccc3cccc(c23)C1=O)N1CCOCC1,18.9,-2.0,0.3,-1.4,-0.782,-2.0,9.2,23.6,0.9
CCN(CC)c1ccc(C(=O)NC(=S)Nc2cc(S(=O)(=O)N3CCOCC3)ccc2-n2cncn2)cc1,-0.1,-3.5,-12.6,-5.6,-0.0236,4.0,3.1,2.5,-3.3
S=C1CCC(c2ccc(Cl)cc2)=NN1c1ccccc1,0.4,6.1,5.3,-0.6,1.02,3.3,12.7,24.8,5.4
COc1ccc(-c2csc(NNC3=NCCCCC3)n2)cc1,-2.0,22.1,-11.7,-0.1,-1.85,-5.1,5.8,20.4,-4.0
CCCCn1c(=O)nc2n(-c3ccccc3)c3ccccc3cc-2c1=O,-0.2,-9.8,-61.4,-4.0,nt,-4.6,5.0,16.6,-0.5
COc1cccc(NC(=S)NC2CC(C)(C)NC(C)(C)C2)c1,0.7,nt,-18.4,-1.5,0.0354,7.3,8.2,2.9,2.6
CCCn1c(-c2ccc(F)cc2)cnc1SCC(=O)O,0.2,-5.6,6.4,5.2,-0.0854,3.8,22.8,-1.1,-0.1
O=S(=O)(c1ccc2c(c1)OCCO2)N1CCC(n2cnc3cc(F)ccc32)CC1,0.8,0.5,-3.5,-3.9,nt,-3.9,12.5,0.8,-1.6
CCn1c(=O)c([N+](=O)[O-])c(NCCCn2ccnc2)c2ccccc21,0.9,-11.9,-0.4,-6.2,-0.00763,-2.1,2.9,7.6,1.7
Clc1nc(NCc2ccco2)nc(N2CCCCC2)n1,2.7,-2.6,-0.4,1.7,0.707,1.1,5.8,-19.9,-0.5
COc1ccc(Cc2nn[nH]n2)cc1,-0.3,7.0,2.8,-7.7,-0.913,-6.7,8.5,6.7,-0.2
O=C(CSc1nc2ccccc2s1)Nc1ncccn1,1.4,4.5,-30.5,1.5,0.742,2.0,12.2,1.3,0.7
O=C(CCSCCC(=O)NCCN1CCOCC1)NCCN1CCOCC1,-0.4,5.5,-12.9,-5.3,-0.463,-5.7,3.3,-3.0,-1.2
Cc1cccc(C)c1OCC(O)CNS(=O)(=O)c1ccccc1C(=O)N1CCOCC1 (stereo not drawn),0.2,-4.1,7.9,1.2,-0.0969,3.7,12.2,0.2,-0.1
C=CCC(C)(NCc1ccccc1)c1ccc(C)cc1 (stereo not drawn),0.4,8.1,2.8,-8.9,-0.626,4.0,1.4,1.9,1.7
O=C(Cc1ccccc1)Nc1ccccc1C(=O)N1CCCCCC1,1.4,-3.8,-24.1,-1.5,-0.622,-6.3,-3.4,-9.0,-0.2
COCCNC(=O)/C(C#N)=C/c1cn(CC(=O)NCc2ccco2)c2ccccc12,0.8,0.2,4.9,-4.3,0.551,2.8,nt,-4.8,0.1
CCc1nnc(NC(=O)c2cccc(S(=O)(=O)N(C)c3ccccc3)c2)s1,-0.7,nt,-11.0,-11.0,0.231,-10.6,-2.2,1.8,-0.8
Cc1cc(N/C=C\c2nnnn2-c2ccc(F)cc2)no1,0.0,nt,-16.6,-5.0,0.532,0.1,7.9,5.0,-2.3
Cc1ccc(C(C)C)c(OCC(=O)Nc2ccc(N3CCN(S(C)(=O)=O)CC3)cc2)c1,-0.9,-2.4,-15.3,-3.0,1.02,-4.6,2.0,6.6,-0.8
CCOc1ccc2oc(C(=O)OCC(=O)NC(=O)NC)c(C)c2c1,2.0,20.3,-7.0,-5.9,-0.0578,3.5,4.7,-0.9,3.7
# The list continues:
SMILES,L929 necroptosis,Rad51 HR inh,hK5 inh,thrombin 1536,KCC2 mod,FXIa inh,FXIIa inh,Hck Nef HTS,TNF necrop inh
COc1ccc(NC(=O)c2ccco2)cc1S(=O)(=O)N1CCOCC1,-0.5,0.9,-3.3,-4.7,2.04,1.5,-2.6,5.0,0.4
O=C(c1ccc(Cl)nc1)N1CCC(Cc2ccccc2)CC1,-0.5,nt,-1.1,-0.6,-0.339,-0.7,4.5,22.3,1.3
CCN1C(=O)/C(=C\c2ccco2)C(C(=O)OC)=C1C,0.7,-1.6,9.9,3.2,-0.309,25.4,43.1*,1.4,-0.5
Cc1ccc(N2C(=O)CC(Sc3ncccc3C(=O)O)C2=O)cc1 (stereo not drawn),0.8,-3.5,-4.1,5.2,1.59,4.6,7.3,3.3,1.1
O=C(NCCCCCCNC(=O)OC1CCS(=O)(=O)C1)OC1CCS(=O)(=O)C1 (stereo not drawn),-0.2,3.3,-26.6,-7.1,1.3,-13.8,2.1,1.9,0.6
CC1(C)CC(N2CCCC2)=CC(=[N+]2CCCCC2)C1,-1.2,-3.7,6.0,-8.4,0.369,-5.3,4.1,18.0,-8.0
CC(NC(N)=O)C(=O)Nc1ccc(Cl)c(S(=O)(=O)Nc2ccc(Br)cc2)c1 (stereo not drawn),1.0,0.5,-5.0,-17.8,-0.456,-9.4,4.0,18.2,0.7
CC(=O)Nc1nonc1-n1nnc(C(=O)NCc2ccccc2)c1C,-0.7,-2.4,-20.3,5.7,0.182,3.1,6.2,-2.8,0.6
Cc1c(C(=O)N2CCN(c3ccc(F)cc3)CC2)sc2nc(-c3ccccc3)cn12,2.9,nt,-12.7,1.3,nt,2.3,2.5,4.3,1.7
CCCOC(=O)Nc1sc2c(c1C(=O)OCC)CCC2,0.4,-5.9,-1.3,1.3,-0.352,0.7,8.5,-2.0,-3.0
